Bioassay records: PubChem, several laboratories
SIAH1 antagonists = blockers of Siah-1 interaction with plectin peptide – biochemical, fluorescence polarization, rhodamine-plectin, uHTS, primary screen (AID 1817). displacement, % at 20 µM, or IC50 in µM where a hit was titrated. Siah-1 / rhodamine-plectin peptide fluorescence polarization; higher % means a stronger effect. 0.02% of 290,000 active;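 active means displacement of at least 50% at 20 µM, with a fluorescence ratio check between 0.3 and a set limit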;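 further: plate controls were Siah plus tracer with DMSO for no effect and tracer alone without Siah for full effect; strong numbers were not always called active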
XIAP antagonists = small molecules displacing peptide from XIAP – biochemical, IAP family, fluorescence polarization (AID 1018); displacement, % at 20 µM, or IC50 in µM where a hit was titrated; XIAP BIR domain, fluorescence polarization peptide displacement; higher % means a stronger effect; 0.007% of 200,000 active; in the data active means displacement above about 50%; further: a part of the inactive calls stands beside numbers as strong as those of hits
PMI inhibitors = MPI enzyme activity inhibition – biochemical, fluorescence intensity, coupled assay, primary screen (AID 1209); purified PMI enzyme, coupled fluorescence intensity; higher % means a stronger effect; one-dose inhibition, % at 20 µM; IC50 in µM for titrated hits; 0.42% of 190,000 active;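 further: plate controls were DMSO vehicle for no effect and wells lacking substrate for full effect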
human PMI inhibitors = human PMI inhibitors, high substrate, primary screen, biochemical, fluorescence intensity, high mannose 6-phosphate (AID 1220); recombinant PMI enzyme, coupled fluorescence intensity; higher % means a stronger effect; inhibition, % at 20 µM; hits with a dose series show IC50 in µM; 0.66% of 190,000 active
AID2073 = disruptors of CaV2.2 binding to Mint1 – biochemical, HTRF (AID 2073) | HTRF protein-protein interaction, Mint1-CaV2.2; higher % means a stronger effect | inhibition, % at 20 µM, or IC50 in µM where a hit was titrated | 0.19% of 290,000 active; in the data active means inhibition mostly above about 51%, no sharp cut-off; inconclusive means no clear call, values can overlap the other calls; inactive means mostly below about 53%; further: some results filed as inactive read as strong as hits
Dynein cargo inh = blocks dynein driven cargo transport along microtubules; 3617.4 mouse cells, GR-EGFP nuclear translocation imaging; test concentration mostly 20 µM; stimulated with dexamethasone, 1 µM; active compounds read low; z-score, hits read low; 0.47% of 220,000 active;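 active means plate z-score of nuclear minus cytoplasmic receptor signal below a set negative limit, without overly bright fluorescence or cell loss, cut at about -3.5 in these data, passing the limit was not always enough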;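 further: z-score of nuclear minus cytoplasmic ring GR-EGFP intensity difference per well; some compounds called inactive have numbers as strong as hits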
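medium = tetracycline-free induction medium containing charcoal-stripped FBS | also added = 1.0 µM final dexamethasone stimulus | schedule = 48 h induction, 1 h compound, 30 min dex at 37 °C | technique = fixed, Hoechst-stained cells imaged at 10x for EGFP | measure = GR-EGFP nuclear translocation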
LYP inhibition = PTPN22 lymphoid phosphatase activity blockers – biochemical, fluorescence intensity, uHTS (AID 1779) | 0.054% of 290,000 active | inhibition, % at 11.5 µM, or IC50 in µM where a hit was titrated | recombinant LYP phosphatase, fluorescence intensity; higher % means a stronger effect;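 further: plate controls were vehicle with enzyme for no effect and no enzyme for full effect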
P. falciparum M17LAP = P. falciparum M17LAP inhibitors, primary screen, biochemical, fluorogenic H-Leu-NHMec substrate, 1536-well (AID 1619); recombinant M17LAP, H-Leu-NHMec fluorogenic kinetic assay; higher % means a stronger effect; one-dose inhibition, % at 30 µM; IC50 in µM for titrated hits; 0.38% of 220,000 active;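 active means compound inhibiting the enzyme by more than half at any dose during confirmatory dose-response retesting; inconclusive means strong single-dose inhibitors picked by rank but not retested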;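 further: plate controls were full reaction with DMSO carrier for no effect and no enzyme background for full effect; strong numbers were not always called active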
P. falciparum M1AAP = malaria alanyl aminopeptidase activity blockers – biochemical, fluorogenic H-Leu-NHMec substrate, 1536-well (AID 1445); recombinant M1AAP, H-Leu-NHMec fluorogenic kinetic assay; higher % means a stronger effect; inhibition, % at 30 µM, or IC50 in µM where a hit was titrated; 0.42% of 220,000 active;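 active means primary inhibition above the hit cutoff, then over 50% inhibition at one or more dose response concentrations, cut at about 23% in these data, passing the limit was not always enough; inconclusive means conflicting primary data, or primary hits not chosen for dose response; inactive means low primary inhibition, or under 50% at every dose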;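 further: plate controls were DMSO full reaction for no effect and no enzyme background for full effect; strong numbers were not always called active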
Dynein cargo inh cytoplasmic EGFP = second read-out of Dynein cargo inh, no call of its own (marks repeat the call); z-score; measured here: cytoplasmic GR-EGFP intensity; active compounds read high
Dynein cargo inh nuclear GR-EGFP = also measured in Dynein cargo inh; calls as there; z-score; measured here: nuclear GR-EGFP intensity;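 lower value marks the stronger effect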
Dynein cargo inh cell count = second read-out of Dynein cargo inh, no call of its own (marks repeat the call); z-score; measured here: cell count per field
Active calls of the source: *; ? = inconclusive; . = no result given. Unless noted, no stated cut-off is given here; in the data, active means inhibition above about 50%; inactive means the rest. Compounds as they come; any-hit rate near 2.1%.

#	SIAH1 antagonists	XIAP antagonists	PMI inhibitors	human PMI inhibitors	AID2073	Dynein cargo inh	Dynein cargo inh cytoplasmic EGFP	Dynein cargo inh nuclear GR-EGFP	Dynein cargo inh cell count	LYP inhibition	P. falciparum M17LAP	P. falciparum M1AAP	SMILES
1	-5%	-5.9%	52%*	32%	-4%	-0.28	-0.25	-0.52	0.93	-8%	34%	5%	CCc1ccc(/C=C/c2c[nH]c3ccccc23)[n+](CC)c1
2	-6%	-6.1%	1%	2%	-6%	-0.74	-0.22	-0.17	-0.31	-2%	1%	6%	O=S(=O)(NCCCCCNS(=O)(=O)c1ccccc1)c1ccccc1
3	-3%	-2.3%	-2%	0%	?	-1.7	-0.16	-0.92	0.74	-12%	4%	2%	O=C(NCC(F)(F)F)Nc1nnc(C(F)(F)F)s1
4	-14%	-5.6%	10%	1%	-8%	-0.28	-0.044	0.13	1.1	-7%	-2%	3%	CN(CCCNC(=O)c1cc2c(Cl)nc3ccccc3c2s1)Cc1ccccc1
5	-4%	-24%	9%	11%	0%	1.1	-0.18	0.74	-1.3	-2%	8%	-2%	CCCn1c(SCC(=O)N2CCCCC2)nnc1-c1ccco1
6	0%	-10%	-12%	-7%	-1%	-0.28	0.48	0.42	-2.5	5%	2%	-6%	COc1ccccc1/C=C/C1(C(=O)NC2CCCC2)CC(=O)N1c1ccc(F)cc1 (stereo unspecified)
7	0%	-1.1%	2%	-1%	-3%	-0.35	-0.2	0.036	0.11	-1%	-9%	2%	N#Cc1nc(COc2ccc(Cl)cc2)oc1N1CCCC1
8	2%	-6.6%	-2%	-10%	-5%	-0.38	-0.095	0.023	0.57	6%	1%	6%	Cc1cccc(NC(=O)/C(=C\c2ccco2)NC(=O)c2ccccc2)c1
9	-3%	.	.	.	7%	1	-0.13	0.38	-1.6	-6%	-6%	0%	CC1CC(C)CN(C(=O)CSCC(=O)O)C1 (stereo unspecified)
10	19%	-7.5%	17%	24%	?	-0.75	-0.19	-0.27	0.38	16%	-9%	?	O=c1[nH]c2cc3c(cc2cc1CN(Cc1ccccc1)Cc1nnnn1Cc1ccco1)OCCO3
11	15%	-4.4%	17%	11%	2%	-1	-0.13	-0.59	2.4	-1%	-10%	11%	O=C(COC(=O)/C=C/c1ccc(F)cc1)Nc1ccccc1-c1ccccc1
12	7%	-2.1%	-12%	5%	0%	0.22	-0.27	0.52	-1.1	-2%	1%	3%	COCCCNC(=O)c1ccccc1Sc1ccc(NC(C)=O)nc1
13	-1%	-37%	-35%	-75%	12%	-1.1	0.079	-0.29	0.22	0%	-22%	11%	CCCCc1ccc(C2C(C#N)=C(N)SC(N)=C2C#N)s1
14	1%	-4.6%	9%	4%	-5%	-0.49	-0.12	-0.32	-0.82	1%	40%	16%	CCN(CC)c1ccc(/C=C(\C#N)C(N)=O)cc1
15	-7%	0.2%	-2%	3%	-3%	-0.39	-0.2	-0.35	0.12	-4%	-3%	0%	C=COCCn1c(-c2nonc2N)nc2ccccc21
16	10%	-22%	25%	21%	16%	0.44	-0.26	0.22	-0.47	5%	-2%	2%	Cc1ccc2nc(NC(=O)C3CCN(S(=O)(=O)c4cccc5nsnc45)CC3)sc2c1
17	-1%	-3.1%	12%	6%	4%	0.62	-0.12	-0.28	-1	7%	2%	2%	N#Cc1nc(Cc2ccccc2)oc1NCCc1ccccc1
18	2%	-14%	-1%	-13%	4%	-0.75	-0.3	-0.58	0.44	2%	-1%	5%	CCOc1ccc(NC(=O)[C@@H](NC(=O)OCc2ccccc2)[C@@H](C)CC)cc1
19	-2%	-4.6%	-8%	-12%	-2%	-0.59	-0.29	-0.75	0.55	-6%	6%	2%	C=CCc1cc(Cl)ccc1OCCOCCNCCOC
20	-1%	-2.4%	-1%	-1%	1%	-0.73	0.012	-0.31	0.75	-4%	6%	2%	Cn1c(=O)c2c(nc(N3CCOCC3)n2CCCNC2=NCCC2)n(C)c1=O
21	6%	-4.5%	16%	13%	4%	0.31	-0.094	0.22	-0.095	-5%	16%	5%	COc1ccc(-n2cc(-c3ccccc3)c3c(N4CCOCC4)ncnc32)cc1
22	9%	-0.4%	-2%	-6%	36%	0.12	-0.18	0.29	-0.19	-7%	7%	-2%	CN(c1ccccc1)S(=O)(=O)c1ccc(C(=O)Nc2nnc(-c3ccc(F)cc3)o2)cc1
23	2%	-9.1%	11%	-4%	-5%	-1.2	-0.25	-0.4	-0.097	-4%	2%	1%	O=C(Cn1cc(C(=S)N2CCOCC2)c2ccccc21)N1CCOCC1
24	-5%	-3.4%	-2%	-8%	5%	-0.88	-0.2	-0.43	1.4	-2%	2%	-7%	O=C(Nc1ccc2c(c1)OCCO2)C1CCN(c2nnnn2-c2ccccc2)CC1
25	1%	-5.1%	-13%	1%	1%	0.71	0.96	0.78	0.24	1%	10%	1%	CC(=O)c1c(C)[n+]([O-])c2ccc3c(non3O)c12
26	-3%	-14%	8%	6%	39%	-0.18	-0.2	0.59	-0.36	-8%	-5%	1%	N#Cc1ccc(/C=C\c2nccc3c2[nH]c2ccccc23)cc1
27	0%	-12%	0%	12%	-3%	-0.92	-0.32	-0.8	1.1	-5%	-24%	5%	C=CCCCCc1nc2ccccc2c(=O)n1N
28	8%	-4.1%	5%	-3%	26%	-0.21	-0.26	-0.55	0.57	2%	5%	8%	COc1cc(NC(=O)c2cccs2)c(C(=O)OCC(=O)c2cc(C)n(-c3ccc(F)cc3)c2C)cc1OC
29	4%	-2.7%	-17%	-5%	6%	0.15	-0.22	0.59	-0.15	-3%	0%	-1%	O=C(O)c1cccc(S(=O)(=O)Nc2ccc(S(=O)(=O)N3CCOCC3)cc2)c1
30	8%	-3.5%	10%	1%	-13%	-0.18	-0.044	-0.39	0.71	3%	-7%	7%	CN(C)c1ccc(N=Cc2nc(-c3ccccc3)oc2OC(=O)c2ccccc2)cc1
31	-3%	-4.2%	-5%	-2%	3%	-0.22	0.18	0.24	0.17	-8%	-9%	7%	OCCn1c(SCCOc2ccccc2)nc2ccccc21
32	-5%	-5.7%	-14%	-23%	9%	-0.17	-0.28	0.5	-0.69	-6%	-2%	-2%	c1ccc(Cn2ncc3c(NCc4ccco4)ncnc32)cc1
33	-1%	-0.1%	8%	4%	7%	-1.1	-0.18	-0.33	0.081	-2%	2%	8%	CCc1cccc(NC(=O)CCS(=O)(=O)c2cccc3nonc23)c1
34	9%	-1.4%	-11%	-17%	46%	0.041	-0.26	-0.24	0.28	-12%	-10%	8%	O=c1[nH]c(/C=C/c2ccccc2OC(F)F)nc2c1cnn2-c1ccccc1
35	-2%	-2.7%	12%	2%	-8%	-0.2	-0.24	-0.1	0.11	-2%	9%	4%	Cc1cc(C)c(Cn2ncn(-c3ccc(Br)cc3)c2=O)c(C)c1
36	-1%	-0.1%	1%	1%	49%	1	-0.031	1.2	0.064	-3%	22%	9%	Cc1cccc(OCCOc2ccc(/C=N/NC(=O)Cc3nnc(N)s3)cc2)c1

Record cards, from the list above.
`CN(C)c1ccc(N=Cc2nc(-c3ccccc3)oc2OC(=O)c2ccccc2)cc1` as listed: SIAH1 antagonists: 8%; XIAP antagonists: -3.5%; PMI inhibitors: 10%; human PMI inhibitors: 1%; AID2073: -13%; Dynein cargo inh: -0.18; Dynein cargo inh cytoplasmic EGFP: -0.044; Dynein cargo inh nuclear GR-EGFP: -0.39; Dynein cargo inh cell count: 0.71; LYP inhibition: 3%; P. falciparum M17LAP: -7%; P. falciparum M1AAP: 7%
`c1ccc(Cn2ncc3c(NCc4ccco4)ncnc32)cc1` as listed: SIAH1 antagonists: -5%; XIAP antagonists: -5.7%; PMI inhibitors: -14%; human PMI inhibitors: -23%; AID2073: 9%; Dynein cargo inh: -0.17; Dynein cargo inh cytoplasmic EGFP: -0.28; Dynein cargo inh nuclear GR-EGFP: 0.5; Dynein cargo inh cell count: -0.69; LYP inhibition: -6%; P. falciparum M17LAP: -2%; P. falciparum M1AAP: -2%

Next records.
#	SIAH1 antagonists	XIAP antagonists	PMI inhibitors	human PMI inhibitors	AID2073	Dynein cargo inh	Dynein cargo inh cytoplasmic EGFP	Dynein cargo inh nuclear GR-EGFP	Dynein cargo inh cell count	LYP inhibition	P. falciparum M17LAP	P. falciparum M1AAP	SMILES
37	-4%	-8.9%	0%	6%	-1%	-1.1	-0.2	-0.46	1.4	-6%	1%	2%	Cc1cc(NC(=O)CCC(=O)N(c2ccccc2)C(C(=O)NCC2CCCO2)c2cccnc2)no1 (stereo unspecified)
38	0%	-4.7%	-9%	-12%	-4%	-1.7	-0.2	-1.1	1.5	-6%	18%	5%	COc1ccc(CCNC(=O)CSc2nc3c(c(=O)n(C)c(=O)n3C)n2C)cc1OC
39	2%	-2.9%	-4%	2%	1%	-1.8	-0.1	-0.96	0.62	-8%	3%	-4%	COc1ccc(OC)c2c1sc(=NC(=O)CN1C(=O)CCC1=O)n2C
40	-4%	1.5%	15%	8%	-10%	-0.056	-0.15	0.31	1.8	-3%	10%	6%	Cc1occc1C(=O)N1CCCc2ccccc21
41	5%	-2.3%	4%	5%	-4%	0.22	0.11	0.52	-2	-5%	-4%	0%	O=C(NCC(c1cccnc1)N1CCN(c2ccc(F)cc2)CC1)c1ccco1 (stereo unspecified)
42	3%	-2.4%	14%	8%	4%	0.28	-0.12	0.34	-0.29	6%	4%	8%	Cc1c(C(=O)NCc2ccccc2)oc2ccc(S(=O)(=O)N3CCC4(CC3)OCCO4)cc12
43	-7%	3.3%	2%	-1%	-2%	1.5	-0.27	1.1	0.2	-6%	22%	7%	Cc1cc(C)cc(NC(=O)N2CCC(NC(=O)c3ccccc3C)CC2)c1
44	-2%	-7.5%	-13%	-6%	-4%	0.077	-0.24	0.2	0.14	-6%	2%	-4%	O=C(Nc1ccccc1)OCc1cncs1
45	2%	0.5%	-3%	0%	-2%	0.12	-0.22	0.31	-0.37	-1%	8%	10%	O=C(CCSCCC(=O)NCc1ccc(F)cc1)NCc1ccc(F)cc1
46	3%	-1.2%	2%	-5%	-7%	-0.45	-0.17	-0.14	0.44	-10%	-4%	-4%	OCC1(Cc2ccccc2)CCN(Cc2cccc(F)c2F)CC1
47	-4%	-6.6%	-14%	-8%	36%	-0.56	-0.38	-0.8	0.23	-5%	4%	5%	Cc1ccc2nc(NCCC(=O)O)nc(-c3ccccc3)c2c1
